Source: PubChem (several laboratories)
Rv3671c inh – Rv3671c (M. tuberculosis) protease inhibition. P9WHR9. inhibition, % at 5.96 µM. 0.048% of 320,000 active. AID 2606; in the data active = inhibition above about 38%;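 also: extracellular domain of Rv3671c used as enzyme; 0% = enzyme with DMSO and 100% = no enzyme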
Target sequence (P9WHR9 whole entry, looked up, the tested form may be a part): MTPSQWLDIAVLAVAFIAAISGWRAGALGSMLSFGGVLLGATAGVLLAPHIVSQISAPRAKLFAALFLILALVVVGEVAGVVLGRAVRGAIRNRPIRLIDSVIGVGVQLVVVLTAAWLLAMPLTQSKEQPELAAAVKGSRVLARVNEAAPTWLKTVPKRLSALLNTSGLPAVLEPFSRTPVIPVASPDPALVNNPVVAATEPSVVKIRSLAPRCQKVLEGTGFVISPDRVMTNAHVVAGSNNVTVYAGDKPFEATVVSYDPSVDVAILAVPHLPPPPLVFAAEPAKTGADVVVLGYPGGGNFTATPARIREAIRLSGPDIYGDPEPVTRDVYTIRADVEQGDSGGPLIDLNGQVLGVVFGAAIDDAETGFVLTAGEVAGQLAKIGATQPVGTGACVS
BH1578 lux ind – quorum light induction in luxS cqsA deficient V. cholerae; V. cholerae BH1578 lux reporter, luminescence, 6 h; activation, % at 18.7 µM; 0.16% of 350,000 active; AID 588436; in the data active = activation mostly above about 9.7%, no sharp cut-off; inconclusive = no clear call, values can overlap the other calls; inactive = mostly below about 3.7%; also: not every result past the cut was called active; inactives centre near 0; reference of the scale not given here
SARS 3CLpro inh – SARS-CoV 3CLpro protease inhibition. AID 1706. inhibition, % at 6 µM. recombinant SARS-CoV 3CLpro, quenched FRET peptide cleavage. 0.14% of 290,000 active; in the data active = inhibition above about 12%
Y pestis TopoI – inhibitors of Yersinia pestis topoisomerase I. Y. pestis Topo-I cleavage product accumulation, plate reader. activity, % at 10 µM. AID 504884. 0.064% of 360,000 active; in the data active = activity above about 50%, passing the limit was not always enough; inconclusive = no clear call, values can overlap the other calls; also: inactives centre near 2
MazEF act – activators of E. coli MazEF toxin-antitoxin RNase. P0AE70. FAM/BHQ RNA-DNA oligo cleavage fluorescence, 5 h. activation, % at 20 µM. 0.32% of 350,000 active; in the data active = activation above about 50%
Target sequence (P0AE70 whole entry, looked up): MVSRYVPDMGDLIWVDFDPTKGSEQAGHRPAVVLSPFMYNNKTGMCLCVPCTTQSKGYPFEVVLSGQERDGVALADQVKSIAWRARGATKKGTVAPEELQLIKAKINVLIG
PfHsp40 rescue – rescue of PfHsp40-mediated yeast toxicity; growth rescue, % at 12.5 µM; S. cerevisiae expressing PfHsp40, growth rescue, ATP luminescence; 0.68% of 340,000 active; in the data active = growth rescue above about 28%, passing the limit was not always enough; inconclusive = no clear call, values can overlap the other calls;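 also: yeast W303a lacking pdr1 and pdr3 grown in galactose medium; growth measured after three days at 30 °C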
DUSP3 inh – blocks human VHR1 dual specificity phosphatase; recombinant VHR phosphatase, pNPP absorbance; inhibition, % at 13.3 µM; 0.52% of 290,000 active; in the data active = inhibition above about 50%; also: some compounds called inactive have numbers as strong as hits
Target sequence (P51452 whole entry, looked up): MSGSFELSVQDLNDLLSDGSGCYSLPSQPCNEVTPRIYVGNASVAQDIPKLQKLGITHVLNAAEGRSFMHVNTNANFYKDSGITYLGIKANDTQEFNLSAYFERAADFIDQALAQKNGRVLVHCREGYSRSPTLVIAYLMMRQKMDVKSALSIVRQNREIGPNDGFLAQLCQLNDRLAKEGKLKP
TcdB inh – inhibitors of Clostridioides difficile toxin B glycohydrolase | P18177 | TcdB glycohydrolase enzymatic assay, plate reader | inhibition, % at 9.99 µM | 0.24% of 350,000 active | AID 652162; in the data active = inhibition above about 10%
Anthrax LF prot – anthrax lethal factor protease inhibition; P15917; multiplex microsphere protease cleavage assay, LF; inhibition, % at 10 µM; 0.12% of 360,000 active; in the data active = inhibition above about 30%; inconclusive = no clear call, values can overlap the other calls; also: plate controls were buffer without enzyme for full effect and enzyme alone for no effect
PriA SSB inh – blocks PriA binding to SSB C-terminal tail; AlphaScreen SSBct-PriA binding, biotinylated peptide; inhibition, % at 33 µM; 0.6% of 430,000 active; AID 1272365; in the data active = inhibition mostly above about 37%, no sharp cut-off; inactive = mostly below about 20%;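 also: plate controls were negative control peptide for no effect and reference peptide for full effect; strong numbers were not always called active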
* marks the source's active call; other numbers are inactive results; & = joins results of further samples. These rows are one share of the data (hit frequency here may not be typical).

`CCCc1cc(=O)n2nc(N3CCC(C(=O)Nc4cccc(C(C)=O)c4)CC3)sc2n1` gave Rv3671c inh -10, BH1578 lux ind 1.8, SARS 3CLpro inh 7, Y pestis TopoI -3, MazEF act -17, PfHsp40 rescue 0.1, DUSP3 inh -2, TcdB inh 5.2, Anthrax LF prot -5 and PriA SSB inh -14.
O=C(Cc1ccccc1[N+](=O)[O-])Nc1ccc2c(c1)OCCO2 was read as Rv3671c inh 1, BH1578 lux ind -0.2, SARS 3CLpro inh 5, Y pestis TopoI -3, MazEF act -1, PfHsp40 rescue -1.3, DUSP3 inh 24, TcdB inh 0.2, Anthrax LF prot 1 and PriA SSB inh 2.
Screening C[C@H](CO)N1C[C@H](C)[C@@H](CN(C)C(=O)Nc2cccc(Oc3ccccn3)c2)OCc2cnnn2CCCC1=O returned BH1578 lux ind -0.4, Y pestis TopoI 8, MazEF act 2, TcdB inh 0.7&0.2&0.3 and Anthrax LF prot 2.
`Cc1ccc(Cn2c(SCC(N)=O)nc3c2c(=O)n(C)c(=O)n3C)cc1` gave Rv3671c inh 3, BH1578 lux ind -0.3, SARS 3CLpro inh -4, Y pestis TopoI 11, MazEF act 5, PfHsp40 rescue -0.9, DUSP3 inh -8, TcdB inh 5.8, Anthrax LF prot 0 and PriA SSB inh -1.
For COc1ccc(OCC(O)CNC(=O)Nc2ccc(F)cc2)cc1 (centres undefined) the results were Rv3671c inh -1, BH1578 lux ind -0.6, SARS 3CLpro inh -1, Y pestis TopoI 3, MazEF act 4, PfHsp40 rescue -0.8, DUSP3 inh 9, TcdB inh 1.2, Anthrax LF prot -11 and PriA SSB inh -13.
Screening CC(C)NC(=O)NC(=O)CSc1nncs1 returned Rv3671c inh 1, BH1578 lux ind -1.3, SARS 3CLpro inh 3, Y pestis TopoI 4, MazEF act 4, PfHsp40 rescue -0.3, DUSP3 inh 18, TcdB inh 0.7, Anthrax LF prot 2 and PriA SSB inh -16.
COc1ccc2[nH]c(=O)c(CN(CC3CCCO3)C(=S)Nc3cccc(C)c3)cc2c1 (centres undefined) was read as Rv3671c inh 0, BH1578 lux ind -0.4, SARS 3CLpro inh -4, Y pestis TopoI 0, MazEF act 8, PfHsp40 rescue 0.6, DUSP3 inh 7, TcdB inh 0.1, Anthrax LF prot 5 and PriA SSB inh 19.
For Cc1cc(C)n(-c2ccc(C(=O)NCc3ccc4c(c3)OCO4)cc2)n1 the results were Rv3671c inh -3, BH1578 lux ind 0.4, SARS 3CLpro inh -9, Y pestis TopoI 2, MazEF act 0, PfHsp40 rescue 0.2, DUSP3 inh 44, Anthrax LF prot -4 and PriA SSB inh 1.
Screening O=C(C[C@H]1C(=O)N(Cc2ccccc2)C[C@@H]1c1ccc(Br)cc1)Nc1ccc(Br)cc1 returned BH1578 lux ind -0.3, Y pestis TopoI 6, MazEF act -3, TcdB inh 1.0 and Anthrax LF prot -6.
Screening COc1ccc(CCN=C(N)NS(=O)(=O)c2ccccc2)cc1 returned Rv3671c inh -7, BH1578 lux ind -0.3, SARS 3CLpro inh -6, Y pestis TopoI -1, MazEF act 3, PfHsp40 rescue -1.1, DUSP3 inh 10, TcdB inh 0.7, Anthrax LF prot 1 and PriA SSB inh -11.
CCOC(=O)C1(C)CCN1C(=O)c1ccccc1Br (centres undefined) was read as BH1578 lux ind inactive, Y pestis TopoI 4, TcdB inh 1.5 and Anthrax LF prot -5.
CCCCN1C(=O)C(O)=C(C(C)=O)C1c1ccccc1[N+](=O)[O-] (centres undefined) was read as Rv3671c inh -13, SARS 3CLpro inh 4, Y pestis TopoI -1, MazEF act 3, PfHsp40 rescue -0.5, DUSP3 inh -8, TcdB inh 4.2, Anthrax LF prot 0 and PriA SSB inh -3.
For COc1ccc(NC(=O)Nc2cc(C(C)(C)C)on2)cc1OC the results were Rv3671c inh -4, BH1578 lux ind inactive, SARS 3CLpro inh 5, Y pestis TopoI 13, MazEF act -4, PfHsp40 rescue -0.3, DUSP3 inh 1, TcdB inh 0.8, Anthrax LF prot 2 and PriA SSB inh 5.
Cc1ccc(-c2csc(NC(=O)c3c(C)noc3C)n2)cc1C was read as Rv3671c inh -14, BH1578 lux ind 1.6, Y pestis TopoI 27, MazEF act 2, PfHsp40 rescue -1.0, TcdB inh -2.4 and PriA SSB inh -4.
Screening Clc1ccccc1C(c1ccccc1)(c1ccccc1)n1ccnc1 returned Rv3671c inh -12, BH1578 lux ind inactive, SARS 3CLpro inh 6, Y pestis TopoI 46, MazEF act 3, PfHsp40 rescue 173*, DUSP3 inh 3, TcdB inh 1.0, Anthrax LF prot -3 and PriA SSB inh 12.
Cc1nc(S(=O)(=O)c2ccc(Cl)cc2)nc2c1CCC2 was read as Rv3671c inh -1, BH1578 lux ind -12, SARS 3CLpro inh 6, Y pestis TopoI -4, MazEF act 5, PfHsp40 rescue 0.0, DUSP3 inh 23, Anthrax LF prot -6 and PriA SSB inh -5.
CC(=O)Oc1ccc2c(c1)OC(c1ccccc1)CC21CC(C)(C)NC(=S)N1 (centres undefined) was read as Rv3671c inh -7, BH1578 lux ind inactive, SARS 3CLpro inh -3, Y pestis TopoI -6, MazEF act 3, PfHsp40 rescue -0.9, DUSP3 inh 45, Anthrax LF prot 5 and PriA SSB inh 4.
`Cc1ccc(C)c(N2CCN(S(=O)(=O)c3ccc4c(c3)CC(=O)N4C)CC2)c1` gave Rv3671c inh -4, BH1578 lux ind -0.4, SARS 3CLpro inh 3, Y pestis TopoI 33, MazEF act -7, PfHsp40 rescue 1.7, DUSP3 inh 13, TcdB inh -0.3, Anthrax LF prot -4 and PriA SSB inh -9.
For O=C(NCc1ccco1)c1ccc(CS(=O)c2ccccc2Cl)o1 (centres undefined) the results were BH1578 lux ind -0.8, Y pestis TopoI 1, MazEF act 7, TcdB inh 0.3 and Anthrax LF prot 0.
`O=C(CCN1C(=O)COc2ccccc21)NCCCN1CCc2ccccc2C1` gave Rv3671c inh 3, BH1578 lux ind inactive, SARS 3CLpro inh -2, Y pestis TopoI 15, MazEF act 1, PfHsp40 rescue -0.7, DUSP3 inh 11, TcdB inh -0.7, Anthrax LF prot -4 and PriA SSB inh -7.
For CCOC(=O)NC(=O)C(=CNc1cccc(C)c1)C(=O)NC(=O)OCC the results were Rv3671c inh -10, BH1578 lux ind -0.4, SARS 3CLpro inh -4, Y pestis TopoI 0, MazEF act 6, PfHsp40 rescue 0.1, DUSP3 inh 1, TcdB inh 0.3, Anthrax LF prot 2 and PriA SSB inh -4.
Screening CCOC(=O)c1c(N)sc(C(C)=O)c1C returned Rv3671c inh 2, SARS 3CLpro inh -3, Y pestis TopoI -8, MazEF act 1, PfHsp40 rescue -0.7, DUSP3 inh 17, Anthrax LF prot -4 and PriA SSB inh -3.
CCOC(=O)c1c(C(F)(F)F)nc2ncccn12 was read as Rv3671c inh -1, BH1578 lux ind inactive, SARS 3CLpro inh 4, Y pestis TopoI -4, MazEF act 0, PfHsp40 rescue -0.7, DUSP3 inh 23, Anthrax LF prot -2 and PriA SSB inh -2.
`Cc1ccc(NC(=O)Cn2ccc([N+](=O)[O-])n2)cc1Cl` gave Rv3671c inh 3, BH1578 lux ind 4.2, SARS 3CLpro inh -1, Y pestis TopoI -10, MazEF act 0, PfHsp40 rescue inconclusive, DUSP3 inh 22, TcdB inh 0.4, Anthrax LF prot -3 and PriA SSB inh -4.
Cc1cccn2c(=O)c(/C=C(\C#N)S(=O)(=O)c3ccccc3)c(N3CCN(Cc4ccccc4)CC3)nc12 was read as Rv3671c inh 1, BH1578 lux ind inactive, SARS 3CLpro inh -2, Y pestis TopoI 9, MazEF act 10, PfHsp40 rescue -0.8, DUSP3 inh -8, TcdB inh 0.6, Anthrax LF prot 2 and PriA SSB inh 3.
Screening O=C(Nc1ccc(OC(F)(F)F)cc1)c1[nH]ncc1[N+](=O)[O-] returned Rv3671c inh 4, BH1578 lux ind inactive, SARS 3CLpro inh 3, Y pestis TopoI -2, MazEF act -7, PfHsp40 rescue -1.4, DUSP3 inh 18, TcdB inh -0.7 and Anthrax LF prot -7.
Screening O=C(O)CCc1ccc(-c2ccc(Br)cc2)o1 returned Rv3671c inh -1, BH1578 lux ind inactive, SARS 3CLpro inh 1, Y pestis TopoI 5, MazEF act -13, PfHsp40 rescue -1.0, DUSP3 inh 26, Anthrax LF prot -1 and PriA SSB inh -12.
`C[C@@H]1CN([C@H](C)CO)C(=O)CCCn2cc(nn2)CO[C@H]1CN(C)C(=O)Nc1cccc(Oc2ccccn2)c1` gave BH1578 lux ind inactive, Y pestis TopoI -2, MazEF act 6, TcdB inh 1.0&1.2 and Anthrax LF prot 2.
CN(Cc1ccccc1)C(=O)Nc1ccccc1 was read as Rv3671c inh -1, BH1578 lux ind -0.4, SARS 3CLpro inh -2, Y pestis TopoI -1, MazEF act 0, PfHsp40 rescue -0.1, DUSP3 inh -10, Anthrax LF prot 0 and PriA SSB inh -22.
CC(S(=O)(=O)c1ccccc1)S(=O)(=O)c1ccccc1 was read as BH1578 lux ind -5.3, Y pestis TopoI 2, MazEF act 10, TcdB inh 1.6 and Anthrax LF prot 6.
`C=CCn1c(-c2cccnc2)n[nH]c1=S` gave Rv3671c inh -2, BH1578 lux ind -0.7, SARS 3CLpro inh 3, Y pestis TopoI 0, MazEF act 2, PfHsp40 rescue -1.4, DUSP3 inh 4, TcdB inh 1.7, Anthrax LF prot -3 and PriA SSB inh -10.
CC(=O)Nc1cc(ON=C(C)C)cc([N+](=O)[O-])c1 was read as Rv3671c inh 12, BH1578 lux ind -0.4, SARS 3CLpro inh -1, Y pestis TopoI -2, MazEF act 5, PfHsp40 rescue -1.2, DUSP3 inh 18, Anthrax LF prot -2 and PriA SSB inh 1.
Screening CCOc1ccc(-n2ccc(=O)c(C(=O)Nc3ccc(S(=O)(=O)Nc4ncccn4)cc3)n2)cc1 returned Rv3671c inh 5, BH1578 lux ind -3.4, SARS 3CLpro inh 0, Y pestis TopoI -6, MazEF act 9, PfHsp40 rescue -1.1, DUSP3 inh 22, TcdB inh -0.1, Anthrax LF prot 1 and PriA SSB inh -10.
`CC1CCC2(CC1)NC(=S)N(c1ccccc1)N2` (centres undefined) gave Rv3671c inh -5, BH1578 lux ind inactive, SARS 3CLpro inh 1, Y pestis TopoI 1, MazEF act 16, PfHsp40 rescue 0.5, DUSP3 inh 10, Anthrax LF prot 0 and PriA SSB inh 2.
Screening CCOc1ccc(NC2CCN(C(C)=O)CC2)cc1 returned Rv3671c inh -9, BH1578 lux ind inactive, SARS 3CLpro inh -3, Y pestis TopoI 0, MazEF act 12, PfHsp40 rescue -0.9, DUSP3 inh 12, TcdB inh -6.0, Anthrax LF prot -8 and PriA SSB inh 1.
`O=C(CC1(CC(=O)N2CCOCC2)CCCC1)Nc1ccc(F)cc1` gave Rv3671c inh 0, BH1578 lux ind -0.4, Y pestis TopoI 1, MazEF act 3, PfHsp40 rescue -0.9, TcdB inh 0.9, Anthrax LF prot 4 and PriA SSB inh -10.
